Bioassay records: PubChem, several laboratories
Lung fibro prol = blocks proliferation of human lung fibroblasts | actives 1.1% (n = 85,000) | AID 719 | viability, % at 10 µM | LL 47 human lung fibroblast viability, ATP luminescence; active compounds read low;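 active means viability at or below 50% in the single dose screen; inactive means viability above 50%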;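 further: compound exposure lasted 72 h before the ATP readout; 100% = median luminescence of untreated cell-only wells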
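Benchmarks: Cell-only wells, no compound | Test system: LL 47 human lung fibroblasts, passage 12 or lower | Input: 1,150 cells/well | Measured by: CellTiter-Glo luminescence measuring cellular ATP | Medium: IMEM, 15% FBS supplement | Schedule: Overnight attachment after seeding, then 72 h compound exposure at 37 °C | Doses: Compound addition at 0.1% DMSO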
Mac1 fbg inh = CD11b/CD18-fibrinogen binding inhibition | P05107+P11215 | K562 CD11b/CD18 adhesion to fibrinogen, ATPlite luminescence; Mn2+ added to activate the integrin | inhibition, % at 10 µM | actives 0.54% (n = 93,000) | AID 1497;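 active means primary inhibition of 50% or more at 10 µM, then 40% or more on retest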; further: some results filed as inactive read as strong as hits
Target sequence (P05107 whole entry, looked up, other chains not shown): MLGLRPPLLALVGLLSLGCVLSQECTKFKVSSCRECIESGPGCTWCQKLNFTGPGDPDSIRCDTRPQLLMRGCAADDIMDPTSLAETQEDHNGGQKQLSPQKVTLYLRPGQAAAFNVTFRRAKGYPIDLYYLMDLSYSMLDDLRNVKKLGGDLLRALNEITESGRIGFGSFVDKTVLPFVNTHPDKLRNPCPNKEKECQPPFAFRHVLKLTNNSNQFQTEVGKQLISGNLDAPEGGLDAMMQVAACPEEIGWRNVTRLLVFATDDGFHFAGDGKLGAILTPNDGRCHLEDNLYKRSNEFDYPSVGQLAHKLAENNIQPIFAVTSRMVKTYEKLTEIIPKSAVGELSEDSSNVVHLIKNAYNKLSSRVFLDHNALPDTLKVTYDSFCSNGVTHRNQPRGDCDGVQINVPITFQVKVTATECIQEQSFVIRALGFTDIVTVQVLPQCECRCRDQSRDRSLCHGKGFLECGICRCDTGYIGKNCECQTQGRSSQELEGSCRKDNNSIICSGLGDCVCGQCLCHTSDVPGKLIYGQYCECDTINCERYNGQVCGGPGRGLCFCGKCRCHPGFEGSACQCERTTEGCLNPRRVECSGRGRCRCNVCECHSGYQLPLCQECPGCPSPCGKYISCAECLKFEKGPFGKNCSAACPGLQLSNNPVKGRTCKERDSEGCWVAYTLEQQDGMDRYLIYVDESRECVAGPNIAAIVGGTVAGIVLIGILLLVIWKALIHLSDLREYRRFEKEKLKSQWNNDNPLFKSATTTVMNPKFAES
HUVEC prolif 384 = inhibitors of human endothelial cell proliferation. HUVEC proliferation, CellTiter-Glo luminescence, 72 h; active compounds read low. viability, % at 10 µM (by protocol). actives 1.1% (n = 86,000);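 active means viability at or below 30%; inactive means viability above 30%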;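 further: 100% = median luminescence of DMSO-only cell control wells on each plate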
H69AR growth 86K = blocks growth of human H69AR lung tumor cells; actives 6% (n = 85,000); H69AR lung tumor viability, ATP luminescence, 72 h; active compounds read low; AID 598; viability, % at 10 µM;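 active means viability at or below 40%; inactive means viability above 40%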;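 further: multidrug resistant small cell line overexpressing MRP-1 efflux transporter; 100% = mean luminescence of untreated control wells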
CYP2C19 inhib = blocks human cytochrome P450 2C19; P33261; CYP2C19 Supersomes, luciferin-H EGE luminescence, 30 min; inhibition, % at 5 µM; actives 21% (n = 96,000); AID 778;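 active means CYP2C19 inhibition above a set limit at 5 µM in the primary screen, cut at about 50% in these data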;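 further: plate controls were negative control wells for no effect and 2.5 mM tranylcypromine positive control for full effect; values of inactives mirror those of a sister screen read the other way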
ERa SRC1 pot = enhances coactivator binding to human estrogen receptor alpha | P03372 | TR-FRET ERalpha-LBD/SRC-Cy5 coactivator binding, 2 h; 100 = basal binding, no effect | coactivator binding (% of control), % at 25.6 µM | actives 1.3% (n = 86,000); in the data active means activity above about 200%;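 further: binding measured in presence of low estradiol as agonist stimulus; 0% = peptide alone without receptor and 100% = receptor with peptide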
CD11b adhes enh = enhancers of human CD11b/CD18 binding to fibrinogen; P05107+P11215; K562 CD11b/CD18 adhesion to fibrinogen, ATPlite luminescence; activation, % at 10 µM; actives 0.07% (n = 93,000);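 active means 10 µM primary screen giving 50% or more activity, confirmed by 40% or more on retest at that dose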; further: strong numbers were not always called active
CYP2C19 activ = activators of human cytochrome P450 2C19 | P33261 | recombinant CYP2C19, luciferin-H EGE luminescence; active compounds read high; 0 = fully inhibited enzyme, 1 = untreated enzyme | AID 1025 | 96,000 tested, under 10 active | activation factor at 5 µM;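 active means activation factor of at least 2 at 5 µM in the primary screen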;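 further: 0 = wells with 2.5 mM tranylcypromine and 1 = vehicle-only wells; values of inactives mirror those of a sister screen read the other way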
ERa coact inh = blocks coactivator binding to human estrogen receptor alpha; P03372; TR-FRET ER-alpha LBD / SRC-1 peptide, estradiol-bound; inhibition, % at 25.6 µM; actives 1.7% (n = 86,000); AID 629; in the data active means inhibition above about 50%;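 further: 0% = receptor plus peptide control and 100% = peptide only without receptor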
The depositor's hits bear a star; · = no result given; [ ] = dose if it differs, or a comment.

Below each SMILES – Lung fibro prol	Mac1 fbg inh	HUVEC prolif 384	H69AR growth 86K	CYP2C19 inhib	ERa SRC1 pot	CD11b adhes enh	CYP2C19 activ	ERa coact inh
CCOC(=O)N1CCC(NC(=O)CCS(=O)(=O)c2ccc3c(c2)CCN3C(=O)CC)CC1
 : 104	-23	103	86	2	91	2	1	2
Cn1c(-c2ccccc2)cccc1=O
 : 96	9	94	98	6	114	-1	0.9	-13
CCOc1ccc(Cn2nnc(C(=O)NCc3ccc(OC)cc3)c2N)cc1
 : 96	-1	91	103	-3	228*	5	1	2
CCS(=O)(=O)Nc1c(C(=O)OC)[nH]c2ccccc12
 : 88	2	103	96	-7	117	-4	1.1	-3
O=C(CCCN1C(=O)CSc2ncccc21)N1CCN(c2cccc(C(F)(F)F)c2)CC1
 : 95	1	100	79	34	97[fluorescence artefact?]	1	0.7	-7[fluorescence artefact?]
COC(=O)c1cc(=O)n(Cc2ccc3c(c2)OCO3)c(=Nc2ccc(F)cc2)s1
 : 85	1	60	7.9*	8	102[fluorescence artefact?]	-2	0.9	4[fluorescence artefact?]
Cc1ccccc1N=C(NOCc1ccccc1)c1nonc1N
 : 85	·	86	77	·	84[fluorescence artefact?]	·	·	-3
Cc1ccc(NC(=O)NCCCN2CCCC2=O)cc1
 : 95	1	98	98	-4	109	0	1	-6
CC(=O)Nc1ccc(S(=O)(=O)N2CCSCC2)cc1
 : 92	5	106	97	11	117	1	0.9	-1
Nc1c(-c2cccc(Cl)c2)cnn1-c1cccc(C(F)(F)F)c1
 : ·	0	·	·	24	·	2	0.8	·
CCn1cc(C(=O)OCc2ccccc2)c(=O)c2ccc(C)nc21
 : 101	-12	107	76	10	108	0	0.9	19[fluorescence artefact?]
O=C(CN1CCN(S(=O)(=O)c2ccc(Br)cc2)CC1)Nc1ccccc1F
 : 102	-4	106	92	84*	105	12	0.2	-4
CCCCn1c(CCn2nc(C)c(Br)c2C)n[nH]c1=S
 : ·	2	·	·	90*	·	0	0.1	·
Cc1cc(C(=O)N2CCN(CCc3ccccc3)CC2)no1
 : 91	7	96	93	42	127	1	0.6	-6[fluorescence artefact?]
CCOC(=O)N1CCN(C(=O)c2ccc3c(=O)n(-c4ccc(OC)cc4)c(=S)[nH]c3c2)CC1
 : 95	3	90	72	-2	109	1	1	-9
CC1Cc2nc(SCC(=O)OCc3ccccc3)n(C)c(=O)c2S1 (stereo not drawn)
 : 90	7	93	94	87*	111	-3	0.1	-3
CCCOc1ccc(C(=O)NCc2cccnc2)cc1
 : 99	-3	96	90	21	137	0	0.8	-9
COC(=O)c1nn(-c2ccc3c(c2)OCO3)cc1O
 : 98	·	84	59	42	80	·	0.6	13
O=C(NCCc1ccccc1)C(c1ccncc1)N(C(=O)c1csnn1)C1CC1 (stereo not drawn)
 : 99	·	104	77	·	109	·	·	-6
Cc1ccc(C(=O)COC(=O)CCC(=O)Nc2cccc(Cl)c2)cc1[N+](=O)[O-]
 : ·	-6	·	·	18	·	1	0.8	·
C/C(Cl)=C/Cn1c(SCCN2CCOCC2)nc2c1c(=O)[nH]c(=O)n2C
 : 87	-1	102	78	16	121	0	0.8	-1
Cn1c2ccc(F)cc2c2ncn(Cc3ccco3)c(=O)c21
 : 95	3	95	90	51*	98[fluorescence artefact?]	-1	0.5	-8
CCC12CN3CC(CC)(CN(C1)C31C(=O)N(C)c3ccc(C)cc31)C2=O (stereo not drawn)
 : 102	-4	109	100	16	121[fluorescence artefact?]	-1	0.8	2
COc1ccc(C(=O)c2ccc(OC)c(OC)c2)cc1OC
 : 89	·	93	51	48	120	·	0.5	1
COC(=O)c1ccc(Sc2ccc(Cl)cc2)c(N)c1
 : 81	24	92	85	39	67[fluorescence artefact?]	-4	0.6	17
CCOc1c(OC)cc(C2C(C#N)=C(N)Oc3n[nH]c(-c4ccncc4)c32)cc1OC (stereo not drawn)
 : 93	3	99	92	-7	104	-1	1.1	2
COc1ccc(C=NCC2COc3ccccc3O2)cc1OC (stereo not drawn)
 : 90	-17	99	95	-7	89	0	1.1	17
COc1ccc(CCNC(=O)C2CCCN(S(C)(=O)=O)C2)cc1OC (stereo not drawn)
 : 96	2	102	104	-14	120	-1	1.1	6
CCOC(=O)C1=NN(c2ccc(F)cc2)C2=NC(C)=C(C(=O)OC)C(c3cccs3)N12 (stereo not drawn)
 : 103	·	90	95	·	94	·	·	-9
CNC(=O)C1C2C=CC3(O2)C1C(=O)N(C1CC1)C3C(=O)NCc1ccc(OC)cc1 (stereo not drawn)
 : 98	-6	95	94	-16	92	4	1.2	39[fluorescence artefact?]
COC(=O)CSC1=C(C#N)C(c2ccccc2OC)C(C(=O)OC)C(=O)N1 (stereo not drawn)
 : 97	4	110	95	55*	103	2	0.4	1
Cc1c(C(=O)N2CCCCC2)sc(NC(=O)C(C)C)c1C#N
 : 101	-11	96	100	62*	132	-2	0.4	8[fluorescence artefact?]
CC(C)(C)NC(=O)CSc1nc(-c2ccccc2)c(-c2ccccc2)[nH]1
 : ·	8	·	·	11	·	-5	0.9	·
COc1cccc(OCc2nnc(SCC(=O)NCc3ccco3)n2CCc2ccccc2)c1
 : 76	11	81	80	88*	174[fluorescence artefact?]	2	0.1	57*
O=C(O)c1ccc(F)c(S(=O)(=O)Nc2ccccc2)c1
 : 103	-3	92	78	7	115	-1	0.9	-3
CCOc1ccc(N2CC(C(=O)Nc3cccc(C)c3C)CC2=O)cc1 (stereo not drawn)
 : ·	0	·	·	8	·	-2	0.9	·
Cc1cc(C)c(S(=O)(=O)N2CCC(C(=O)NCc3ccco3)CC2)c(C)c1
 : 105	4	101	102	21	97	-2	0.8	-5
CC(=O)N1c2ccc(S(=O)(=O)CCC(=O)O)cc2CC1C (stereo not drawn)
 : 99	·	102	87	-14	98	·	1.1	-3
COc1ccc(C2c3c(oc4ccc(F)cc4c3=O)C(=O)N2CCN2CCOCC2)cc1OC (stereo not drawn)
 : 100	·	94	95	·	116	·	·	0
O=C(CC(=O)c1ccccc1O)c1ccc(F)cc1
 : ·	-25	·	·	49	·	-3	0.5	·
COc1ccccc1NC(=O)CN(C)S(=O)(=O)c1ccc2c(c1)CCC(=O)N2
 : 103	2	99	102	30	111	-3	0.7	-3
Cc1ccc(N(CN2CCCC2=O)C(=O)c2ccc(OC(C)C)cc2)cc1
 : ·	-24	·	·	34	·	-2	0.7	·
COC(=O)CNC(=O)CN1C(=O)N(c2ccc(Cl)cc2)C(N(O)C(=O)Nc2ccc(Cl)cc2)C1(C)C (stereo not drawn)
 : 102	-2	94	104	33	101	1	0.7	-4
Cc1nn(Cc2ccc(F)cc2)c(C)c1NC(=O)c1cc(-c2ccc3c(c2)OCO3)on1
 : 98	4	68	86	-1	70	0	1	37
Cc1ccc(S(=O)(=O)NC2=NCN(C3CCN(Cc4ccccc4)CC3)CN2)cc1
 : 95	-3	98	70	10	103	-2	0.9	0
COCCCn1c(SCC(=O)OC2CCCCC2)nnc1-c1cccs1
 : 101	-5	95	94	85*	115	-3	0.2	-7
CCCCN(CCCC)C(=S)N/N=C/c1c(C)[nH]n(-c2ccccc2)c1=O
 : ·	-10	·	·	20	·	8	0.8	·
O=C(CN1CCC(Cc2ccccc2)CC1)NC(=O)NCc1ccco1
 : ·	1	98	67	58*	106	-2	0.4	10
CC(=O)O/N=C(/C)c1ncc(C(F)(F)F)cc1N1CCOCC1
 : 106	-5	109	90	8	108	0	0.9	-9
Cc1cccc(C)c1N1C(=O)CC(N(O)c2ccccc2)C1=O (stereo not drawn)
 : 90	-12	94	88	97*	111	6	0	-25
Fc1ccc(CSc2nnc(CN3CCOCC3)n2-c2ccccc2)c(Cl)c1
 : ·	-3	·	·	39	·	-5	0.6	·
CCCC1=Nc2cc(C(=O)NCCCOC(C)C)ccc2Sc2ccccc21
 : 50	17	43	16*	46	82	-4	0.5	5
Cn1cc(SCC(=O)Nc2ccc3c(c2)OCO3)c2ccccc21
 : 104	1	104	106	100*	96[fluorescence artefact?]	1	0	-1[fluorescence artefact?]
CCOc1ccc(-c2nnn(CC(=O)NCc3ccc(F)cc3)n2)cc1OCC
 : 95	7	90	91	65*	115	-2	0.4	1
O=C(Nc1ccc(/C=C/c2nc3ccccc3o2)cc1)c1cccc(C(F)(F)F)c1
 : ·	2	·	·	-4	·	14	1	·
CC1Oc2ccccc2N(Cc2ccccc2Cl)C1=O (stereo not drawn)
 : 93	·	104	82	·	104	·	·	-2
CC1CC(C)CN(C(=O)Cn2c(=O)n(CCCCC(=O)NCc3ccco3)c(=O)c3ccccc32)C1 (stereo not drawn)
 : 102	-8	95	89	29	123	0	0.7	-6
Cn1nc([N+](=O)[O-])nc1Sc1nnc(-c2ccccc2)o1
 : 67	14	62	2.6*	19	108	-1	0.8	-9
COc1cc(NC(=O)c2c(F)c(F)c(F)c(F)c2F)c(OC)cc1Cl
 : 91	·	45	14*	5	103	·	1	-7
CC1CC(C)CN(C(=O)COC(=O)c2cc3ccccc3cc2O)C1 (stereo not drawn)
 : 92	4	70	88	22	93[fluorescence artefact?]	-2	0.8	-6

The list goes on.
Below each SMILES – Lung fibro prol	Mac1 fbg inh	HUVEC prolif 384	H69AR growth 86K	CYP2C19 inhib	ERa SRC1 pot	CD11b adhes enh	CYP2C19 activ	ERa coact inh
COc1ccc(C(=O)NC2CCCCCC2)cc1S(=O)(=O)N1CCCc2ccccc21
 : 93	20	87	92	-2	106	0	1	4
O=C(CN1CCCCC1)Nc1ccc(S(=O)(=O)N2CCOCC2)cc1
 : 116	4	95	95	-3	100[fluorescence artefact?]	3	1	3[fluorescence artefact?]
COc1cccc2c(=O)c(C/C=C(/C)Cl)c(C)[nH]c12
 : 97	4	103	94	84*	98	-2	0.2	9[fluorescence artefact?]
c1coc(CN2CN=C(Nc3nc4ccccc4s3)NC2)c1
 : 94	-26	119	96	14	92	2	0.9	3
COC(=O)C1=C(Nc2ccc(C)cc2)C=C(C)C(C(=O)OC)C1c1cccc(OC)c1 (stereo not drawn)
 : 60	·	73	17*	·	112	·	·	-10
CCOC(=O)Cc1c(C)nc2c(C#N)c(C)nn2c1C
 : 98	-6	99	84	13	113	3	0.9	0
CCOc1cc(NC(=O)C2CCCO2)c(OCC)cc1NC(C)=O (stereo not drawn)
 : 113	-36	94	95	44	81	3	0.6	6
COc1ccc(Cc2nc(-c3ccccc3)no2)cc1
 : 107	-23	110	97	27	72[fluorescence artefact?]	2	0.7	-7[fluorescence artefact?]
O=C(Cn1c(C(F)(F)F)nc2ccccc21)c1ccccc1
 : ·	0	·	·	53*	·	-4	0.5	·
O=C1C2C3C=CC(C3)C2C(=O)N1CNc1ccccc1 (stereo not drawn)
 : 109	-3	108	95	-11	101[fluorescence artefact?]	-7	1.1	0
COc1cccc(OC)c1C(=O)NC(=S)Nc1ccc2c(c1)Cc1ccccc1-2
 : 96	-10	106	89	15	202*	2	0.9	-1
COc1ccc(-c2oc(/N=C/N3CCOCC3)c(C#N)c2-c2ccc(OC)cc2)cc1
 : 92	-2	94	91	64*	111[fluorescence artefact?]	-2	0.4	7[fluorescence artefact?]
Nc1cc(C(=O)O)ccc1Nc1ccccc1
 : ·	-60	·	·	2	·	11	1	·

Shown as a hit in ERa coact inh (from the list above):
smiles | Mac1 fbg inh | CYP2C19 inhib | ERa SRC1 pot | CD11b adhes enh | CYP2C19 activ | ERa coact inh
COc1cccc(OCc2nnc(SCC(=O)NCc3ccco3)n2CCc2ccccc2)c1 | 11 | 88* | 174[fluorescence artefact?] | 2 | 0.1 | 57*
